HCV NS3 hel inh – inhibitors of Hepatitis C virus NS3 helicase; NS3 helicase DNA unwinding, Cy5 molecular beacon fluorescence; inhibition, % at 10.9 µM; hit rate 0.56% among 290,000;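 active means inhibition above the mean of all tested compounds plus 3 SD, set per campaign, cut at about 35% in these data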;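 further: 0% = DMSO wells and 100% = thioflavine S control wells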
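System: Hepatitis C virus NS3 helicase domain fragment enzyme | Reagent: Annealed dual-labelled DNA beacon duplex, ATP-started | Compound dosing: 10.9 µM single point, 0.8% DMSO | Incubation: 1 h reaction at 25 °C, ATP-initiated | Technique: Cy5 fluorescence | Evaluation: Percent inhibition from t60/t0 fluorescence ratio | Benchmarks: Low DMSO, high thioflavine S at 110 µM | Replication: Singlicate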
UBC9 SUMO inh – SUMOylation inhibition; inhibition, % at 35 µM; HTRF SUMOylation assay, SAE1/SAE2 + UBC9, in vitro; P63279; hit rate 0.36% among 290,000; in the data active means inhibition above about 50%, passing the limit was not always enough; further: strong numbers were not always called active
Target sequence (P63279 whole entry, looked up): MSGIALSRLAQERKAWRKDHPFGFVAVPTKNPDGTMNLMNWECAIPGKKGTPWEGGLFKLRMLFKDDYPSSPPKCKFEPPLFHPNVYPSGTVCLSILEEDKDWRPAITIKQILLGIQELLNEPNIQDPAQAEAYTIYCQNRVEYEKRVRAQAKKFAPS
PfM18AAP inh – blocks P. falciparum M18 aspartyl aminopeptidase. recombinant PfM18AAP, H-Glu-NHMec fluorogenic cleavage. AID 1822. inhibition, % at 7.35 µM. hit rate 1.2% among 290,000;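 active means inhibition above the campaign mean inhibition over all tested compounds plus 3 SD, cut at about 28% in these data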;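 further: 0% = plate median of test compound wells and 100% = 2 mM ZnCl2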
IMP-1 inhibitor – blocks Pseudomonas aeruginosa IMP-1 metallo-beta-lactamase; AID 1556; hit rate 0.45% among 290,000; inhibition, % at 5.6 µM; purified IMP-1, nitrocefin hydrolysis, epi-absorbance fluorescence;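 active means inhibition above the mean plus 3 SD of all compounds in the same screening run, cut at about 4.5% in these data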;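 further: 0% = IMP-1 with DMSO and 100% = DMSO wells lacking enzyme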
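Assay system: purified recombinant IMP-1 beta-lactamase. Input: IMP-1 0.2 nM before substrate addition. Buffer or medium: Zinc- and detergent-supplemented HEPES buffer, pH 7.1. Schedule: 25 °C, 15 min preincubation, 25 min reaction. Signal: Epi-absorbance fluorescence, 480 nm excitation, 530 nm emission. Evaluation: percent inhibition from optical density relative to buffer-blank wells.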
VIM-2 inhibitor – inhibitors of Pseudomonas aeruginosa VIM-2 metallo-beta-lactamase | hit rate 0.89% among 290,000 | purified VIM-2, nitrocefin hydrolysis, epi-absorbance fluorescence | AID 1527 | inhibition, % at 5.6 µM;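 active means inhibition above the mean of all tested compounds plus 3 SD, cutoff set per screening run, cut at about 7.5% in these data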;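 further: red hydrolysis product quenches plate fluorescence so inhibitors raise well fluorescence; 0% = enzyme with DMSO and 100% = DMSO without enzyme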
DNA FID counter – displaces DNA intercalator in HCV helicase counter-screen; DNA fluorescent intercalator displacement, fluorescence; inhibition, % at 7.9 µM; hit rate 0.17% among 290,000; in the data active means inhibition above about 37%;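 further: 0% = vehicle and 100% = reference compound; higher means more ethidium bromide displaced from hairpin DNA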
NALP1 yeast inh – NALP1 inhibition; S. cerevisiae NALP1/ASC/caspase-1 growth, X-gal OD620, 72 h; inhibition, % at 10 µM; hit rate 0.61% among 280,000; AID 2071; in the data active means inhibition mostly above about 24%, no sharp cut-off; inactive means mostly below about 32%; further: some compounds called inactive have numbers as strong as hits
MEKK2 mut-MEK5 – signal of MEK5 binding to mutant human MEKK2 PB1 domain. AID 1530. percent response, % at 10 µM. hit rate 0.35% among 290,000. bead flow cytometry, Alexa488-MEK5 binding to MEKK2 mutant; in the data active means percent response above about 24%, passing the limit was not always enough; further: inactives centre near 1; some results filed as inactive read as strong as hits
MEKK2 WT-MEK5 – raises or lowers MEK5 binding to wildtype human MEKK2 PB1 domain; Q9Y2U5; AID 1531; binding response (% of control), % at 10 µM; bead flow cytometry, Alexa488-MEK5 binding to MEKK2 WT; actives lie on both sides; hit rate 1.1% among 290,000; in the data active means binding response below about 67% or above about 130%
Starred values were filed as active, the others as inactive; . = no result given; & = joins results of further samples; [ ] = dose if it differs, or a comment. Hits appear at their usual frequency. About 4.7% of those tested had a hit in this group.

SMILES	HCV NS3 hel inh	UBC9 SUMO inh	PfM18AAP inh	IMP-1 inhibitor	VIM-2 inhibitor	DNA FID counter	NALP1 yeast inh	MEKK2 mut-MEK5	MEKK2 WT-MEK5
N#CCc1cc2ccc3cccc4ccc(c1)c2c34	-4	20	2	-1.9	-1.8	-4	.	1	107
Cc1ccc(C2=N/C(=C\c3cccc(F)c3)C(=O)O2)cc1	10	14	-10	0.8	0.4	-5	18	2	104
Nc1nn(-c2ccccc2)c(N)c1N=Nc1ccccc1	-7	11	-6	-1.4	1.0	0	47	-2	101
COc1cc(COCC(O)CN2CCc3ccccc3C2)cc(OC)c1OC (stereo not drawn)	-17	-2	3	-1.9	-2.6	0	22	-1	100
O=C(c1ccccc1)n1nnc2ccccc21	3	17	-1	-2.9	-0.3	6	22	11	106
CC(C)CCn1c(CN2CCN(Cc3ccccc3)CC2)nc2c1c(=O)n(C)c(=O)n2C	-5	14	-12	-4.2	-2.5	-1	-2	4	103
CCS(=O)(=O)N1Cc2ccccc2CC1C(=O)N(C)Cc1ccc(OC)c(F)c1 (stereo not drawn)	-5	9	-2	-2.2	-3.1	-27	8	4	109
CCOC(=O)c1ccc(N=C2C(=S)N(c3ccc(C(=O)OCC)cc3)C(=N)N2/N=C/c2ccccc2)cc1	3	-4	-4	-3.3	-3.9	-3	-2	2	92
Cc1cc(C)cc(NC(=O)N2c3ccccc3NC(=O)CC2C)c1 (stereo not drawn)	3	-2	8	0.5	-1.7	-23	18	-30	81
O=C(NC12CC3CC(CC(C3)C1)C2)c1ccc([N+](=O)[O-])cc1	-8	6	4	-0.8	-0.5	-6	5	3	109
Cc1nn(Cc2ccccc2)c(C)c1/C=N/NC(=O)c1cccnc1	0	6	-5	-2.2	-0.9	-11	21	-2	100
O=C1CCCC(=NCc2ccco2)C1	5	4	10	-2.5	-4.6	-1	-20	7	106
CCN1C(=O)/C(=C\N2CCOCC2)SC1=S	-2	2	1	-4.5	-4.5	-1	-18	-5	94
CC1=C(C(=O)Nc2ccc(C)cc2)C(c2ccc(N(C)C)cc2)NC(=O)N1 (stereo not drawn)	0	1	7	-1.9	-4.7	-7	-2	-3	97
Cn1c(CSc2nc3ccc(Br)cc3[nH]2)nc2ccccc21	5	1	1	-4.6	-3.8	-10	19	3	105
CCn1c(=O)n(CC)c2cc(N3CCCC3)c(NC(=O)c3ccc(C)c([N+](=O)[O-])c3)cc21	7	6	29*	-3.9	0.6	-23	24	3	109
Cc1ccc(C(=O)Nc2ccccc2C(=O)NCc2ccco2)cc1S(=O)(=O)N1CCCCC1	-2	-18	5	-0.6	1.7	-11	5	-1	102
O=C(c1ccncc1)N1N=C(c2ccc(Cl)cc2)CC1c1ccccc1O (stereo not drawn)	-11	5	-8	-1.1	3.3	-21	12	8	86
COc1cc(/C=C/C(=O)c2ccc(F)cc2)cc(OC)c1OC	0	9	0	0.8	1.0	-19	13	-12	78
CCOC(=O)/C(=N\Nc1ccccc1)P(=O)(c1ccccc1)c1ccccc1	-2	15	4	-2.8	-2.9	-50	15	9	94
O=C(CSc1n[nH]c(-c2ccco2)n1)Nc1ccc(Br)cc1	2	4	4	-2.2	-4.3	-10	-8	6	104
Cc1noc2ncnc(N3CCN(c4cccc(Cl)c4)CC3)c12	-6	5	0	0.8	-1.7	-4	-14	-9	94
CCOC(=O)N1CCN(c2nc3ccccc3n3cnnc23)CC1	-12	1	5	-2.4	-0.9	-16	.	-7	98
CCCCOc1ccc(NC2=NC3(CCCC3)N=C(N)N2)cc1	-9	-2	5	-0.2	-0.7	11	6	19	130
O=C(O)[C@H](Cc1ccccc1)NC(=O)N1CCN(c2ccc(F)cc2)CC1	-4	-7	4	-4.4	-3.5	-24	.	4	106
COC(=O)Cc1c(C)c2ccc(OC3CCCCC3=O)c(C)c2oc1=O (stereo not drawn)	-17	17	3	-2.6	1.4	-25	2	4	107
CCN1CCN(C(=O)/C=C/c2ccc(OC)c(OC)c2)CC1	-3	30	-16	-2.4	-1.3	-3	31	2	107
O=C(CCn1c(=O)oc2ccccc21)Nc1nccs1	8	16	2	-3.3	-1.7	-5	14	2	99
Cc1ccc(Nc2nnc(SCc3ccccc3)s2)cc1	-2	15	-4	-1.8	0.5	-4	8	2	96
Cc1ccc(C(=O)Oc2cccc(NC(=O)c3cccs3)c2)cc1S(=O)(=O)N1CCOCC1	-2	-29	-3	-5.7	-3.3	-1	30	-6	93
Cc1cccc(N(C(=O)CNC(=O)c2ccco2)C(C(=O)NCC2CCCO2)c2ccccc2)c1 (stereo not drawn)	0	6	2	-2.1	-3.8	-30	1	-7	92
COc1ccc(/C=N/NC(=O)COc2ccc(Cl)cc2Cl)cc1Cn1nc(C)cc1C	12	16	5	-2.4	-4.2	-10	7	-1	104
Cc1ccc2cc(CCNC(=O)c3cccs3)c(=O)[nH]c2c1	-3	11	-1	-4.2	-2.0	-5	42	-4	93
O=C(NCCc1ccccc1)C1CCC(=O)N1CCc1ccccc1 (stereo not drawn)	-5	18	2	-3.0	-1.3	-11	-11	0	99
Cc1ccc(-c2nn3c(C)nnc3s2)cc1NCc1c(F)cccc1Cl	2	24	8	-1.8	-1.0	-10	13	-42	50*[inhibitor]
C#CCn1c(=NC(=O)c2sc3ccccc3c2Cl)sc2cc(S(N)(=O)=O)ccc21	4	45	-3	-5.5	-3.1	-5	33	1	99
CCC(C)(C)n1nnnc1C(c1ccc(OC)cc1)N1CCN(C(=O)c2ccco2)CC1 (stereo not drawn)	-1	-6	1	-3.4	-3.4	-43	5	0	101
CC(C)CC1C2C(=O)N(c3ccccc3)C(=O)C2ON1c1ccccc1 (stereo not drawn)	-13	8	-9	-0.2	-2.5	-26	2	-2	94
COc1ccc(NC(=S)NC(=O)c2cccnc2)cc1	-1	10	4	-1.1	-1.4	-6	-1	7	110
O=C(O)Cc1ccc(NS(=O)(=O)c2c(Cl)cccc2Cl)cc1	3	7	4	-2.4	0.2	-8	-18	-5	94
c1ccc(-c2nc[nH]c2-c2ccccc2)cc1	-6&14	9&-8	2&0	-3.2&-5.0	-1.7&-4.2	2&4	5	-1&1	97&103
Cc1nc2cc(NC(=O)COc3ccc(C#N)cc3)ccc2n1-c1ccccc1	-13	9	-5	-0.1	2.5	-25	-2	-16	2.0*[inhibitor]
OC(COc1ccc2c(c1)CCC2)Cn1cnc2ccccc21 (stereo not drawn)	1	4	4	-0.2	-5.8	-21	10	6	100
COc1cc(NC(=O)c2ccccc2)c(OC)cc1NC(C)=O	-7	-13	2	-3.2	-3.6	-1	7	0	93
CCC(C)c1ccc(OCCCCN2CCOCC2)cc1 (stereo not drawn)	-3	-3	-1	-1.8	-5.6	5	17	6	100
CC(=Nc1ccccc1O)c1sc2ccccc2c1O	-3	-9	23	-3.3	1.3	-7	-43	5	113
CCOc1ccccc1NC(=O)c1ccccc1N(C)S(C)(=O)=O	6	12	-4	-2.5	-4.0	-3	21	9	107
COc1ccc(C(=O)NC(=S)NCc2ccco2)cc1Br	15	-5	19	-4.0	-3.1	-13	1	0	101
COc1ccc(C(=O)Cn2nnc(-c3ccccc3NC(=O)C3CC3)n2)cc1	-1	-32	1	-3.0	-3.6	1	4	2	103
CCOc1cc(NC(=O)Nc2ccccc2)c(OCC)cc1NC(=O)CC	5	7	-36	1.5	1.0	-18	10	-4	92
CC(C)Cc1nc2sc3c(NCc4ccco4)ncnc3c2c2c1COC(C)(C)C2	2	4	6	-1.9	0.2	0	33	2	95
CCc1cc(=O)oc2cc3occ(C)c3cc12	-1	23	-5	-0.9	0.6	-5	21	-2	100
O=C(COC(=O)c1ccc(NS(=O)(=O)c2cccs2)cc1O)NC1CCCCC1	1	4	3	-2.8	-2.2	-18	-6	16	106
COc1ccc(NC(=O)N2CCCC2C(=O)Nc2ccccc2F)cc1 (stereo not drawn)	-10	7	2	-2.7	-5.1	-3	14	2	100
Cc1ccc(S(=O)(=O)N(CC(O)CN2C(=O)NC(C)(C)C2=O)c2cccc([N+](=O)[O-])c2)cc1 (stereo not drawn)	3	1	-1	0.9	-1.2	-20	13	4	106
CCOc1ccc(N2C(=O)CC(N(Cc3ccco3)C(C)=O)C2=O)cc1 (stereo not drawn)	8	3	0	-2.0	-0.6	0	4	-9	90
Cn1cccc1/C=C(\C#N)c1ccccc1	6	-42	-12	-1.3	-1.6	-8	2	-10	90
O=C(COC(=O)c1cccc(S(=O)(=O)N2CCCC2)c1)NCc1ccccc1	-2	-16	-4	1.3	-0.8	-16	10	-1	103
CCCc1cc(=O)[nH]c(SCC(=O)c2c(C)[nH]c3ccccc23)n1	0	2	2	-2.7	-1.8	-25	-12	-1	106
O=C(CCS(=O)(=O)c1ccc(Br)cc1)NCc1cccs1	6	20	-11	-2.1	2.4	-1	7	.	.

Going on with the list.
SMILES	HCV NS3 hel inh	UBC9 SUMO inh	PfM18AAP inh	IMP-1 inhibitor	VIM-2 inhibitor	DNA FID counter	NALP1 yeast inh	MEKK2 mut-MEK5	MEKK2 WT-MEK5
COCCNC(=S)N1CCN(C)CC1	-8	-13	2	-1.1	-2.2	1	.	-4	87
CC1CCc2c(sc3nc(SCC(=O)NCc4ccco4)nc(N)c23)C1 (stereo not drawn)	10	-14	11	-2.5	0.8	-26	5	0	94
O=C(NC1CCCCC1)C(c1cc2c(cc1[N+](=O)[O-])OCO2)N1CCCCC1 (stereo not drawn)	8	10	15	-1.0	-1.0	-2	21	-2	98
Cc1c(C(=O)OCc2ccccc2)[nH]c2c1C(=O)CC(c1ccco1)C2 (stereo not drawn)	14	18	-6	-1.6	-1.3	-12	17	-1	93
Cc1ccc(/C(O)=C2/C(=O)C(=O)N(c3ccccn3)C2c2cccc([N+](=O)[O-])c2)cc1 (stereo not drawn)	48*	-1	6	-1.4	-1.0	-24	2	2	103
CN(Cc1cccnc1)Cc1cn(Cc2ccccc2)nc1-c1ccc2c(c1)OCO2	-15	4	-1	-2.4	-2.8	-8	15	-8	99
O=C(Nc1ccc(S(=O)(=O)N2CCCC2)cc1)Nc1ccc(F)cc1F	0	-22	4	-1.9	-3.2	-15	2	7	109
Cc1c(NC(=O)c2ccc3c(c2)OCO3)cccc1-c1nc2ccccc2s1	1	16	-3	-1.1	0.3	-6	2	1	98
O=C(O)CCCC(=O)Nc1ccc(C(=O)N2CCCCC2)cc1	-3	11	1	-3.1	1.4	-2	20	2	101

An excerpt from above in order of formula weight, ascending:
SMILES	HCV NS3 hel inh	UBC9 SUMO inh	PfM18AAP inh	IMP-1 inhibitor	VIM-2 inhibitor	DNA FID counter	NALP1 yeast inh	MEKK2 mut-MEK5	MEKK2 WT-MEK5
O=C(Nc1ccc(S(=O)(=O)N2CCCC2)cc1)Nc1ccc(F)cc1F	0	-22	4	-1.9	-3.2	-15	2	7	109
Cc1c(NC(=O)c2ccc3c(c2)OCO3)cccc1-c1nc2ccccc2s1	1	16	-3	-1.1	0.3	-6	2	1	98
CN(Cc1cccnc1)Cc1cn(Cc2ccccc2)nc1-c1ccc2c(c1)OCO2	-15	4	-1	-2.4	-2.8	-8	15	-8	99

Screening results (PubChem)
